# Screens as filed in PubChem BioAssay.
# Pemphigus Ab inh: inhibitors of pemphigus antibody binding to human desmoglein-3 | DSG3-coupled beads, scFv-anti-DSG3-GFP binding, flow cytometry; active compounds read low | binding (percent of control), % at 10 µM | P32926 | 310,000 tested, 0.48% active;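 active = binding more than 3 SD below its plate's average and above zero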;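 note: hits lower antibody fragment binding to DSG3; some compounds called inactive have numbers as strong as hits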
# Tat transport: blocks Tat-dependent protein export in E. coli | E. coli MC4100 TorA-mCherry Tat export, fluorescence | inhibition, % at 10 µM | 340,000 tested, 0.036% active | AID 488895;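 active = mean replicate inhibition at least 50% and at least half of replicates individually reaching 50%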;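 note: exported cargo escapes ClpAP degradation while cytoplasmic cargo is degraded and loses fluorescence; 0% = median of neutral control wells and 100% = median of NaSCN control wells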
# Ecoli viability: counter-screen for AddAB inhibitors: E. coli growth inhibition | AID 449728 | 330,000 tested, 0.27% active | E. coli V3065 growth, OD600 absorbance, 18 h | inhibition, % at 11.9 µM;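 active = inhibition above the campaign's mean inhibition across all tested compounds plus 3 SD, cut at about 9.9% in these data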;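 note: uninfected addAB+ strain grown without phage in ampicillin broth; 0% = DMSO wells and 100% = ciprofloxacin 0.95 µg/ml wells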
# PfHsp90 yeast 2: reduces growth (ATP signal) of yeast expressing P. falciparum Hsp90; S. cerevisiae expressing PfHsp90, BacTiter-Glo ATP, 48 h; yeast lacking PDR1 and PDR3 efflux regulators; 310,000 tested, 0.32% active; inhibition, % at 9.4 µM;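 active = every replicate shows inhibition above about 80%, whatever the replicate mean, limit read from the data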;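 note: 0% = DMSO neutral controls and 100% = 20 µM radicicol positive controls; yeast relying on Plasmodium falciparum Hsp90 in place of its own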
# OPRM1-OPRD1 ag: agonists of human mu-delta opioid receptor heterodimerization. 340,000 tested, 0.3% active. activation, % at 9.3 µM. P35372+P41143. cells, OPRM1-OPRD1 heterodimerization, luminescence; in the data active = activation above about 18%;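 note: 0% = vehicle-treated cells and 100% = reference agonist; values of inactives mirror those of a sister screen read the other way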
# Target sequence (P35372 whole entry, looked up): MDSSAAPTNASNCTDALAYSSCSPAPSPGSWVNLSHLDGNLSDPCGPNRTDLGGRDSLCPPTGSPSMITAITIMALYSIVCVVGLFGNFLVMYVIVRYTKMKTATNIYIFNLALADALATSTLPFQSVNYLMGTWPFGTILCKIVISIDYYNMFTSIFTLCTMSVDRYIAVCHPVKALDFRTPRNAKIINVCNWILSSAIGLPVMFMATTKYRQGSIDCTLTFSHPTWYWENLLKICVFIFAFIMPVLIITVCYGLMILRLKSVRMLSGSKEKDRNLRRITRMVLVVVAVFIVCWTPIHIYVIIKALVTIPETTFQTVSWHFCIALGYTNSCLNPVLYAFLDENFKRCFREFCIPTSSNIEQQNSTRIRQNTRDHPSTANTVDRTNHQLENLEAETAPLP
# Target sequence (P41143 whole entry, looked up): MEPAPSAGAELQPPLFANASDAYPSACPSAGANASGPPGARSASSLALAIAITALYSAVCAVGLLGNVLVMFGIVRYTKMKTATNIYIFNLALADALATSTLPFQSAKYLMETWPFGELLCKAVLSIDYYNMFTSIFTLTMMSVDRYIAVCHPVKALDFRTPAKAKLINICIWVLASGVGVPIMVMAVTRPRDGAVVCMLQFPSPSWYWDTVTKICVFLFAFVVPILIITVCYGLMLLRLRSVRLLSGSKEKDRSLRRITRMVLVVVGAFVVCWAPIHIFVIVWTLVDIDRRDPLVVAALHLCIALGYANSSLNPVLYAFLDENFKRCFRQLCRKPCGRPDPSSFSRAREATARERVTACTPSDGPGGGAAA
# phage Ecoli inh: E. coli growth loss with phage present; 360,000 tested, 0.26% active; inhibition, % at 11.9 µM; AID 651602; growth absorbance; in the data active = inhibition above about 11%
# AddAB inh: less growth of phage-infected E. coli with AddAB; inhibition, % at 11.9 µM; 330,000 tested, 0.29% active; E. coli expressing H. pylori AddAB, absorbance growth; in the data active = inhibition above about 12%;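 note: 0% = vehicle wells of infected cells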
# PKA-R1A activ: PKA-R1A complex activation | AID 504707 | PKA-R1A dissociation, Cy5-IP20 fluorescence polarization; scaled: DMSO 0%, 113 µM cGMP 100% | activation, % at 11.4 µM | 340,000 tested, 0.083% active;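 active = percent activation above the mean of all tested compounds plus 3 SD, cut at about 19% in these data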;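 note: higher means more PKAc released from R1A so a rise in polarization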
# SUMO Mot1 rescue: inhibitors of SUMOylation pathway: yeast Mot1-301 growth rescue | S. cerevisiae Mot1-301 growth rescue, ATP luminescence, 38.5C; percent above DMSO median, 100 means doubled | growth rescue, % at 18.8 µM | 320,000 tested, 1% active | AID 2716;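 active = every valid replicate shows activation above 250% relative to neutral control wells; inactive = the rest, any valid replicate at or below 250%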;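 note: OY570 slx delta 5 strain wells were the positive control but not used for scaling; some compounds called inactive have numbers as strong as hits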
# OPRM1-OPRD1 inv: inverse agonists of human mu-delta opioid receptor heterodimerization. cell-based MOR-DOR heterodimer luminescence, inverse agonism. inhibition, % at 9.3 µM. AID 504357. 340,000 tested, 0.21% active; in the data active = inhibition above about 22%, passing the limit was not always enough;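 note: 0% = cells with DMSO and 100% = wells without cells with DMSO; values of inactives mirror those of a sister screen read the other way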
# Arrestin-AP2 inh: human beta-arrestin and AP2 interaction inhibition; FITC-arrestin peptide / GST-AP2 beads, flow cytometry; AP2 beta2 appendage carries R879A mutation; inhibition, % at 10 µM; 340,000 tested, 0.31% active; AID 504490;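 active = inhibition above a set limit, near 3 SD of compounds lacking own fluorescence, cut at about 54% in these data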;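 note: plate controls were DMSO wells for no effect and 5 µM unlabelled arrestin peptide for full effect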
#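 System: GST-tagged AP2 beta2-adaptin appendage (R879A) on 4 µm glutathione beads / Reagent: FITC-arrestin peptide, 50 nM / Detection: HyperCyt-sampled flow cytometry, FL1 channel, ex 488/em 535 nm / Timing: 12 min plus 1 h, RT / Buffer or medium: PBS plus Tween 20 (0.05%) and BSA (0.1%)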
# Active calls of the source: *; . = not tested or not shown.
no.	smiles	Pemphigus Ab inh	Tat transport	Ecoli viability	PfHsp90 yeast 2	OPRM1-OPRD1 ag	phage Ecoli inh	AddAB inh	PKA-R1A activ	SUMO Mot1 rescue	OPRM1-OPRD1 inv	Arrestin-AP2 inh
1	CNc1nc(Nc2ccc(C)c(Cl)c2)nc(N)c1[N+](=O)[O-]	68	2	-1.0	-31	2.4	0.9	3.2	7	62	-13	1
2	Cc1ccc(C(=O)OC2=CC(=O)CC(C)(C)C2)cc1	105	10	-3.3	46	-4.4	2.5	0.8	-10	10	19	2
3	CCCCC(=O)NCc1ccc(Cl)cc1	102	-1	-3.2	-15	-1.3	2.7	2.4	-3	163	7	12
4	O=C(NCCCN1CCCCC1)c1ccc2c(c1)ncn2C1CCCC1	96	2	0.1	4	-2.3	5.2	0.4	-5	6	11	-4
5	CC(=O)c1c(C(C)=O)c(C)n(-c2ccc(O)cc2)c1C	100	-10	3.6	-43	0.0	2.6	-0.6	-3	-24	0	33
6	Cc1cccc(NC(=O)CN2CCCCCC2)c1	.	-1	2.3	-10	0.1	-3.3	1.7	-10	-12	-1	-11
7	Cc1nn(C)c(C(=O)N2CCc3ccccc32)c1Br	106	6	-0.9	18	3.5	3.5	5.5	-8	-2	-18	2
8	CC(=O)Nc1ccc(S(=O)(=O)NCCC(=O)OCC(=O)N2CCN(C(=O)c3ccco3)CC2)cc1	96	6	-0.3	6	-2.6	-3.1	3.9	-1	16	14	24
9	O=C(Nc1ccccc1O)c1ccc(NS(=O)(=O)c2cccc3cccnc23)cc1	105	-4	-1.0	21	-0.2	1.7	0.3	-1	-3	1	18
10	CN(CC(=O)Nc1ccc(Cl)cc1)C(=O)CNC(=O)Cc1cccc2ccccc12	.	1	0.3	12	-2.0	2.4	1.3	-3	-11	8	1
11	CCOC(=O)c1c(-c2ccc(C)o2)csc1NC(=O)COC(=O)c1cccs1	85	-3	-0.2	-22	-1.1	0.9	0.0	-16	4	6	2
12	CC(C)(C)C(=O)N=C1SC2CS(=O)(=O)CC2N1c1ccc2c(c1)OCO2 (centres undefined)	.	-6	0.0	.	-0.7	1.5	2.2	2	12	4	-12
13	COc1ccc(/C=N/NC(=O)c2cc(C)oc2C)cc1OCc1ccccc1	106	4	2.0	17	1.5	-0.3	4.0	3	127	-8	-8
14	O=C(c1ccc(F)cc1)N1CCC(n2nnc3ccccc32)CC1	104	-13	0.5	10	0.1	3.1	-0.2	-6	241	-1	26
15	Cc1nnc(SCC(=O)N2CCc3ccccc32)n1-c1ccccc1	.	0	0.0	-1	-1.3	3.3	4.1	1	463	8	8
16	C/C(=N\NC(=O)c1ccc(CSc2nc(C)cc(C)n2)cc1)C1CCCCC1	100	-5	-2.5	8	-1.2	3.1	-1.9	-1	316	7	4
17	O=C(NCc1ccccc1)C1CC(=O)N(C2CCCCCC2)C1 (centres undefined)	.	1	-2.5	-7	0.2	0.5	0.9	-7	-2	-1	13
18	COC(=O)Cn1cnc2c(C#N)c3n(c2c1=O)CCCC3	102	9	-1.0	-3	0.1	1.9	1.7	11	-13	-1	6
19	O=C(Nc1ccc(N2CCOCC2)cc1)c1cccc2ccccc12	.	-5	-0.3	4	-0.8	-2.2	0.2	11	-7	6	-6
20	CN(CC(=O)Nc1ccc(C#N)cc1)Cc1ccc(Cl)c(Cl)c1	105	-1	-2.1	-11	1.7	2.7	-0.1	-2	3	-10	11
21	O=C(NC1CCCc2ccccc21)c1ccc(F)cc1F (centres undefined)	99	0	-1.1	-2	1.1	1.7	3.9	3	102	-9	-2
22	COc1ccc(NC(=O)C(=S)N2CCCC2)cc1	85	1	-1.0	3	3.4	0.5	2.2	3	15	-16	16
23	COc1ccc2[nH]c(=O)c(NC(N)=S)nc2c1	97	6	0.4	8	0.0	1.5	3.2	11	-2	0	-1
24	COn1c(C)c(C(C)=O)c2c3no[n+]([O-])c3ccc21	.	9	-0.1	7	-2.3	2.5	3.4	8	5	9	4
25	CSc1nnc(-c2cc(C)on2)n1-c1ccccc1	83	3	0.9	-19	-4.2	2.2	3.2	-6	-9	21	4
26	COCCCN1C(=O)c2ccccc2C1C(=O)NC1CCCCCC1 (centres undefined)	125	4	-0.6	.	2.2	3.4	2.8	-5	-19	-13	3
27	Cn1c(SCC(=O)Nc2ccccc2Oc2ccccc2)nnc1C1CC1	.	-6	0.7	0	0.2	4.0	0.1	-15	2	-1	1
28	CCn1c(SCC(=O)N2CCCCC2)nc2c(c1=O)SCC2	105	1	0.8	-1	1.1	3.2	0.8	-4	152	-6	6
29	CC1CC(C)CN(C(=O)CSc2nc(Cc3cccs3)nc3ccccc23)C1 (centres undefined)	123	11	-1.8	5	-0.2	2.1	0.1	1	-1	1	4
30	O=C(COC(=O)COc1cccc(F)c1)NCCC1=CCCCC1	102	-2	1.3	-1	0.2	5.2	3.4	-3	-3	-1	3

no.	smiles	Pemphigus Ab inh	Tat transport	Ecoli viability	PfHsp90 yeast 2	OPRM1-OPRD1 ag	phage Ecoli inh	AddAB inh	PKA-R1A activ	SUMO Mot1 rescue	OPRM1-OPRD1 inv	Arrestin-AP2 inh
31	CCCOC(=O)c1ccc(NC(=O)C(=O)NCC2CCCO2)cc1 (centres undefined)	81	-9	0.3	13	-2.0	6.4	-0.6	0	-12	10	7
32	C=CCOc1ccc(/C(O)=C2\C(=O)C(=O)N(CCCOC)C2c2ccncc2)cc1 (centres undefined)	99	-2	-0.8	4	-1.0	3.2	-1.4	1	-10	6	2
33	Cc1ccc(C(=O)N/C(=C\c2ccc(Br)cc2)c2nc(=S)[nH][nH]2)cc1	101	11	-0.9	10	11	0.1	-2.5	-10	23	-60	10
34	O=C(NCC1CCCO1)C1CCN(S(=O)(=O)N2CCCC2)CC1 (centres undefined)	97	-3	0.7	4	0.8	0.9	1.0	-14	25	-5	-1
35	O=C1/C(=C\c2ccc(-c3ccccc3Cl)o2)SC(=S)N1CC1CCCO1 (centres undefined)	102	-5	2.1	-1	-1.2	1.1	-0.9	-10	5	6	73*
36	COc1ccc(OC)c(C(c2nnnn2C2CCCC2)N2CCN(c3ccccc3F)CC2)c1 (centres undefined)	99	3	1.1	-3	-1.1	1.2	2.7	6	0	4	3
37	CCn1c(NCc2ccco2)nc2c1c(=O)n(C)c(=O)n2C	100	-3	0.5	-14	-1.4	-2.0	1.6	-4	21	7	-14
38	CCN(CC(=O)NCc1cccs1)S(=O)(=O)c1ccc([N+](=O)[O-])cc1	99	-1	-0.6	-12	2.8	0.8	1.9	4	-12	-15	40
39	COc1ccc(Cl)cc1NC(=O)CN(C)C(=O)C1CCN(C(=O)Nc2ccccc2)CC1	106	0	-0.7	-10	-2.5	1.4	-2.8	8	83	9	2
40	C=CCN(Cc1cc(OC)ccc1OC)C(=O)c1cc2ccc(OC)cc2[nH]1	89	-6	.	-5	1.4	-0.4	.	-3	2	-8	-12
41	COc1ccc(CCNc2oc(-c3cccc4ccccc34)nc2P(=O)(OC)OC)cc1OC	83	12	-1.2	11	-2.2	0.6	-1.4	-1	0	11	8
42	COc1ccnc(Nc2ccc(C)c(C)c2)c1C#N	106	7	2.5	10	1.3	2.3	-1.3	-2	-6	-7	2
43	COc1cccc(C2=NN(C(=O)CCCC(=O)O)C(c3cccs3)C2)c1 (centres undefined)	101	2	-0.3	1	-1.5	-0.1	-0.5	6	1	8	-15
44	Cc1c(CC(=O)O)c(=O)oc2c(C)c3occ(-c4ccccc4)c3cc12	110	2	-5.6	20	-1.9	1.7	4.5	-1	10	9	0
45	O=C(Cn1cnc2c(oc3ccccc32)c1=O)NCc1ccccc1	96	2	-0.9	14	-0.8	1.8	-0.2	-6	9	4	32
46	COc1ccccc1C(=O)NC(CCSC)C(=O)NC1CCCCCC1 (centres undefined)	110	-10	1.4	7	-1.4	3.9	-2.5	-6	-5	7	.
47	O=C(O)CCc1nn2c3ccccc3n(CC(=O)c3ccccc3)c2nc1=O	100	2	-0.1	.	-1.0	2.8	-1.1	7	-8	5	5
48	CN(C)S(=O)(=O)Oc1ccsc1C(=O)Nc1cccc(Cl)c1	101	0	-2.0	-1	0.5	2.0	1.0	5	-27	-3	-3
49	CCc1ccccc1NC(=O)CSc1nc(C)c(C)o1	106	-10	.	-3	-3.2	0.4	.	-6	6	16	-18
50	CCOc1cc(S(=O)(=O)Nc2ccncc2)ccc1F	96	-5	0.3	4	-2.3	3.2	3.0	-9	-12	11	8
51	COc1cccc(COC(=O)C2CCN(S(=O)(=O)c3cccs3)CC2)c1OC	100	-4	-0.6	.	0.1	4.9	-1.7	-5	-16	-1	17
52	O=C(CN1CCOCC1)NN=C1CCCCCCCCCCC1	98	7	0.3	1	0.3	2.5	5.5	1	-16	-1	11
53	Cc1ccc(C(=O)NC2CCCCC2)cc1S(=O)(=O)N1CCCC1	113	5	-1.8	-14	-2.5	2.2	2.3	9	-5	13	17
54	Cc1nc(-c2ccc(F)cc2)c(CC(=O)N(C)CC(=O)Nc2ccccc2Br)s1	93	-1	-0.3	1	-3.6	1.6	0.8	-11	-13	18	-5
55	Cc1ccccc1NC(=O)c1cc2ccccc2o1	99	2	-2.6	-7	-2.4	1.8	2.9	-2	-11	11	10
56	CCOc1ccc(CC2c3cc(OCC)c(OCC)cc3CCN2C(=O)c2cc(OC)c(OC)c(OC)c2)cc1OCC (centres undefined)	.	5	-2.2	-28	-1.7	3.9	-0.3	-9	19	9	-1
57	CNC[C@H](CC1CCCCC1)NC[C@H](CO)NCC1(c2ccccc2)CC1	106	4	-1.9	2	-1.5	0.2	-1.3	-4	0	9	-3
58	CCCn1c(C(C)Nc2nc(-c3cc(Cl)c(N)c(Cl)c3)cs2)nc2cc(Cl)c(N3CCCCC3)cc21 (centres undefined)	101	-7	2.2	-22	1.7	0.2	1.1	-7	-3	-10	1
59	CC(C)(C)NC(=O)C1c2ccccc2Oc2ccccc21	122	10	0.8	-7	-1.7	2.9	1.0	-1	2	8	22
60	O=C(Nc1ccccc1Cl)N1CCCN(c2nc(-c3ccccc3)ns2)CC1	113	-7	-1.9	-5	1.2	1.4	1.3	-22	11	-6	53
61	CCCCc1ccc(NC(=S)NCc2cccc(OC)c2)cc1	90	3	4.6	-22	4.1	4.9	3.8	-7	16	-29	6
62	COC(=O)c1cc(NS(=O)(=O)c2ccc(NC(C)=O)cc2)cc(C(=O)OC)c1	104	2	-0.9	2	-0.3	2.4	0.4	2	-22	2	7
63	Clc1ccc(CN2CCC(Cc3ccccc3)CC2)cc1	117	2	-1.8	-6	6.8	1.3	3.0	-6	67	-36	11
